Screens from PubChem BioAssay.
XiGFP reactiv = activators of X-chromosome reactivation in mouse fibroblasts. XiGFP mouse fibroblasts, % GFP-positive cells imaging, 3 d; cells co-treated with 5-aza-dC sensitizer; scaled so ellipticine positive control = 100%. activation, % at 7.58 µM. 360,000 tested, 0.055% active;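 active = mean normalized replicate activation at least 10% and every replicate at or above 10%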;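 note: 0% = median of on-plate neutral control wells and 100% = ellipticine 6 µM median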
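System: SV40-immortalized XiGFP fibroblast cells, line 68-5-11 / Incubation: 3-day compound exposure, then 15 min fixation at room temperature / Compound: single concentration per compound, delivered by pin transfer / Buffer or medium: DMEM plus 5-aza-dC sensitizer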
S100A4 inh HTS = S100A4-myosin IIA interaction inhibition | P26447 | S100A4/TAMRA-MyoIIA peptide fluorescence polarization | inhibition, % at 10.7 µM | 360,000 tested, 0.14% active;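 active = mean inhibition of at least 70% across replicates, with every replicate also reaching that level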
Target sequence (P26447 whole entry, looked up): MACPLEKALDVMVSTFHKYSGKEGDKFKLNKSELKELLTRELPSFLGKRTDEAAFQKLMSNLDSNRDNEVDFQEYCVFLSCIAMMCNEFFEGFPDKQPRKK
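Test system: S100A4 monomer protein; Medium: HEPES pH 7.2 with CaCl2, KCl, NaCl, DTT, Triton; Probe or stimulus: TAMRA-labelled myosin IIA heavy-chain peptide probe, 5 nM; Doses: one dose per compound; Times: polarization read 5 min after assay mix addition, stable 5–60 min; Benchmarks: neutral control DMSO, positive control TFP.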
ERAP1 inh = ERAP1 (human) enzyme inhibition. 340,000 tested, 0.15% active. inhibition, % at 10.7 µM. recombinant ERAP1, Leu-AMC fluorescence, 60 min. Q9NZ08. AID 652197;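 active = mean replicate inhibition of at least 30%, or all replicates individually reaching that 30% level; inactive = mean below 30% and not every replicate reaching it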;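 note: 0% = neutral control wells and 100% = L-leucinethiol positive control wells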
Target sequence (Q9NZ08 whole entry, looked up): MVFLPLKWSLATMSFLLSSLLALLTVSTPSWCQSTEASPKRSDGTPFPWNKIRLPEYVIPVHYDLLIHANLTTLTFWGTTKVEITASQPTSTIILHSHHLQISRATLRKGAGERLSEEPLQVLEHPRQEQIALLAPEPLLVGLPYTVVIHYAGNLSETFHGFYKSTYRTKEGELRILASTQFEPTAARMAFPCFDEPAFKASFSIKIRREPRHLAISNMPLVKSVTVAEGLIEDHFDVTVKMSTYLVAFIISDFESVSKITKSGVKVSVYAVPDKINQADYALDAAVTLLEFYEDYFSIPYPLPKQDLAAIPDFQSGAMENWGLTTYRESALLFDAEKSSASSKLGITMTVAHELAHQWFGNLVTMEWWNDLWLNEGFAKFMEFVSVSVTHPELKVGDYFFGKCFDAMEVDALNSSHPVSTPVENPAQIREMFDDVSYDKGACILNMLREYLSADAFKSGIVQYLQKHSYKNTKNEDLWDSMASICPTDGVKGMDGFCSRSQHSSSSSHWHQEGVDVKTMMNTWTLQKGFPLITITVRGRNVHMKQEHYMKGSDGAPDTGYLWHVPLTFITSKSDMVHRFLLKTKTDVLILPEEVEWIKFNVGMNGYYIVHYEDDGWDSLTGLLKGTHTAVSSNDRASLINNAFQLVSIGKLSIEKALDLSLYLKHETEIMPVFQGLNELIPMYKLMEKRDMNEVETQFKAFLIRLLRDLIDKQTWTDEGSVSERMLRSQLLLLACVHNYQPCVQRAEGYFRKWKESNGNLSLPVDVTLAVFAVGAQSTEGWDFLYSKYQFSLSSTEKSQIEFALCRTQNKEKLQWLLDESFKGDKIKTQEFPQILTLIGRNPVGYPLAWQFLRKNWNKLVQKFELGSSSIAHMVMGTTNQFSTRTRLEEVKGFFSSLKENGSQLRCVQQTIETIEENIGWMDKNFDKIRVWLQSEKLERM
Cneo AK release = Cryptococcus neoformans lysis via adenylate kinase release; lysis activity, % at 15 µM; C. neoformans lysis, adenylate kinase release luminescence, 4 h; normalised: neutral wells 0, clomiphene wells 100; 360,000 tested, 0.2% active; AID 651654;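 active = mean lysis activity across replicates of at least 80%, whatever share of replicates individually reach that level; inactive = mean lysis activity below 80%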
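Test system: log-phase Cryptococcus neoformans yeast cells. Input: 5 × 10^6 yeast cells/mL. Medium: fresh YPD growth medium. Doses: single dose. Incubation: static 4 h at 37 °C with compound, 1 h detection. Measured by: luminescent adenylate kinase detection reagent. Read-out: signal increase indicating cell lysis. Benchmarks: Clomiphene.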
Statin myotox sup = protects C2C12 myotubes from simvastatin toxicity | AID 602340 | rescue of ATP level, % at 7.49 µM | ATP luminescence, 48 h; scaled: DMSO 0, geranylgeraniol control 100 | 330,000 tested, 0.78% active;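 active = mean ATP rescue above about 67%, or every replicate alone reaching that limit, limit read from the data, passing the limit was not always enough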;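 note: myotubes were challenged with 10 µM simvastatin during compound exposure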
LGR2 inh = Drosophila LGR2 receptor signaling inhibition | AID 720647 | 380,000 tested, 0.35% active | inhibition, % at 9.99 µM | HEK293 LGR2, CRE-luciferase, bursicon-stimulated, 4 h;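 active = drop in luminescence signal, shown as inhibition above about 50% in the replicate tests, limit read from the data, passing the limit was not always enough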;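 note: agonist challenge used bursicon conditioned medium at about half maximal strength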
PGC1a acetyl inh = lowers PGC1a acetylation signal in U2OS cells | AlphaScreen anti-acetyl-lysine; with virally co-expressed GCN5 acetyltransferase | inhibition, % at 15.6 µM | 350,000 tested, 0.17% active | AID 651687;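 active = every replicate shows inhibition of at least 40%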;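 note: 0% = neutral control wells and 100% = positive control wells; some results beyond the cut were filed as inactive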
SIRT5 inh = sirtuin-5 (human) deacylase inhibition; 330,000 tested, 1.1% active; Q9NXA8; inhibition, % at 15 µM; Purified SirT5, succinyl-peptide AMC, trypsin-coupled fluorescence; in the data active = inhibition above about 15%
* = called active by the depositor; / = no result given; & = joins results of further samples.

SMILES,LGR2 inh,Statin myotox sup,ERAP1 inh,Cneo AK release,SIRT5 inh,S100A4 inh HTS,PGC1a acetyl inh,XiGFP reactiv
CCS(=O)(=O)Nc1ccc2c(c1)C(=O)N(C)[C@@H]1CC[C@@H](CC(=O)NCCOC)O[C@H]1CO2,6,3,1,-4,-1,3,/,0.2
CN(Cc1ccccc1)c1nc(-c2cccc([N+](=O)[O-])c2)nc2ccccc12,-16,-4,/,5,/,/,/,0.0
O=C(C[C@@H]1CC[C@@H](NS(=O)(=O)c2ccccc2)[C@@H](CO)O1)NCc1ccccc1F,-7,6,-1,1,3,-16,-2,-0.2
CCCCn1c(N)c(N(CC)C(=O)c2cccc(OC)c2)c(=O)[nH]c1=O,12,/,3,/,-6,-20,/,-0.1
COc1ccc(C(=O)Nc2ccc(Cn3ccnc3)cc2)cc1OC,-16,-2,5,0,-2,-5,-7,0.2
COc1cc(C(=O)c2ccccc2)c(OC)cc1C(=O)Nc1ccc(O)cc1,9,/,1,/,1,2,/,0.0
CCOc1ccccc1NC(=O)C(OC(=O)c1ccccc1NS(=O)(=O)c1cccs1)c1ccccc1 (stereo unspecified),1,/,-1,/,2,-2,/,0.1
CCOC(=O)c1cn(Cc2ccccc2)nc1-c1ccccc1,-9,/,-6,/,-6,-4,/,-0.2
COc1ccc(CN(CC(O)COc2cccc3[nH]cc(C)c23)C(C)(C)C)cc1 (stereo unspecified),2,3,1,1,-5,5,-46,-0.1
O=c1c2ccccc2cnn1CCOc1cccc(Br)c1,-112,30,2,-1,0,-2,/,0.0
CN(C(=O)COC(=O)c1cc(S(=O)(=O)N(C)C)ccc1Cl)C1CCS(=O)(=O)C1 (stereo unspecified),-5,/,0,/,-1,2,/,-0.8
CO[C@@H]1CN(C)C(=O)c2cc(NS(=O)(=O)CC(F)(F)F)ccc2OC[C@H](C)NC[C@H]1C,8,1,2,1,-26,-2,0,0.3
COc1ccc(C2CC(c3ccc(OC)c(OC)c3)=NN2S(C)(=O)=O)cc1 (stereo unspecified),-28,7,1,1,-1,-3,5,0.2
Clc1cccc(Cl)c1COc1ccccc1CNn1cnnc1,-30,/,-1,/,0,6,/,0.2
C[C@@H]1CCCCO[C@H](CN(C)C(=O)Nc2cccc3ccccc23)[C@@H](C)CN([C@H](C)CO)C(=O)c2cc(NC(=O)CCCCCC(=O)Nc3ccccc3N)ccc2O1,16,34,-3,-2,6,3,8,-0.8
CCOc1ccc(NC(=O)C(C)N2C(=O)c3ccccc3C2=O)cc1 (stereo unspecified),-1,-18,2,-2,-3,4,4,0.1
Cc1cccc(/C=N\NC(=O)c2ccccc2-n2cccc2)c1,5,/,-4,1,0,-3,/,0.2
CN(C)C(=O)c1cccc(-c2ccc([C@H]3[C@@H](CO)N(C(=O)C4CCCC4)[C@H]3C#N)cc2)c1,-10,/,0,/,1,3,-8,-0.1
COc1ccc(NC(=O)O/N=C/c2ccccc2)cc1,-48,7,-2,-6,-3,11,/,0.0
CCOC(=O)C1CCN(C(=O)CN2C(=O)C(C(C)C)Oc3ccccc32)CC1 (stereo unspecified),-14,16,0,0,0,-2,6,0.0
C=CCOC(=O)C1=C[C@@H](c2coc3ccccc3c2=O)C[C@@H](OCc2ccc(CO)cc2)O1,0,-4,0&-1,2&0,-1,1&-18,-33&-2,0.0
COc1ccc(C(=O)CSc2nnc3ccc(-c4ccccn4)nn23)cc1,4,7,0,5,-3,-4,1,7.1
Cc1ccc(N=Nc2[nH]c3ccccc3c2O)cc1,-34,/,4,-3,/,5,/,0.1
c1ccc(-c2ccc3c(c2)NCCN3)cc1,-26,14,-3,1,3,4,/,0.0
Cc1cc(C)n2nc(SCC(=O)N3CCCC3)nc2n1,5,0,-1,/,-1,-19,8,0.1
O=C(Cn1cnnn1)NCCc1ccc(Cl)cc1Cl,4,14,-5,0,-10,-3,/,0.5
Cc1cc(NC(=O)COC(=O)C2CC(=O)N(c3cccc(C)c3C)C2)no1 (stereo unspecified),5,-9,4,-1,-8,2,/,0.0
COc1cc2c(-c3ccc4c(c3)OCO4)c(-c3ccsc3)oc(=O)c2cc1OC,-27,-23,-3,0,/,5,/,-0.1
CN(CC(=O)NCC1CCCCC1)CC(=O)Nc1ccccc1Br,3,5,0,0,-5,-1,-16,0.2
COc1ccc(NC(=O)N(C)C[C@@H]2Oc3ccc(N(C)C)cc3C(=O)N([C@H](C)CO)C[C@@H]2C)cc1,10,-9,4,1,0,35,-7,-0.3
COc1ccc(S(=O)(=O)N2CCN(C(=O)c3cnc(C)cn3)CC2)cc1,-23,11,/,-3,/,/,2,/
CO[C@@H]1CN(C)C(=O)c2ccc(NS(=O)(=O)c3ccccc3)cc2OC[C@@H](C)N(Cc2ccccn2)C[C@H]1C,-3,-11,-2,10,/,16,-7,0.0
COc1cccc2cc(C(=O)c3ccc([N+](=O)[O-])cc3)oc12,/,/,4,/,2,17,/,0.0
COc1ccccc1CNC(=O)N1CCN(c2ccccc2)CC1,-2,12,1,1,-3,-4,-8,-0.1
Cc1cc(S(=O)(=O)NCCCN2CCOCC2)ccc1Br,9,-1,1,0,-4,4,/,0.5
CN(CCOc1ccc(F)cc1)Cc1ccccc1,-9,7,-1,1,-1,-6,-2,0.1
CC(=O)Nc1sc(C)c(C)c1C(=O)OC1CCOC1=O (stereo unspecified),24,2,/,0,/,/,10,/
COc1ccccc1CNc1nc(NCCOc2ccccc2)c2sccc2n1,0,-96,-2,1,/,-1,/,-0.1
CN1C(=O)CC(C(=O)Nc2ccccc2F)SC1=Nc1ccc2c(c1)OCO2 (stereo unspecified),0,/,1,/,2,0,-5,0.0
Cc1ccc(-c2ccc([C@H]3[C@H]4CN(C(=O)Nc5ccccc5)CCCCN4[C@H]3CO)cc2)cc1,16,/,/,1,/,/,8,0.1
COC(=O)NCC(c1cccnc1)N1CCOCC1 (stereo unspecified),/,-5,1,-1,-2,-1,3,0.8
S=C(NCC1CCCO1)NC1CCCC1 (stereo unspecified),-4,/,-2,/,-3,-6,/,0.1
c1nc(N2CCN(Cc3ccc4c(c3)OCO4)CC2)c2[nH]cnc2n1,25,39,/,-2,/,0,-6,0.0
COc1cccc(C(=O)Nc2ccc3c(c2)C(=O)N(C)C[C@H](OC)[C@H](C)CN(C(C)=O)[C@@H](C)CO3)c1,-9,-5,0,-2,1,7,-14,0.1
CCOC(=O)C1C(=O)OC(C)(C)C1C(CC)C(=O)c1ccccc1 (stereo unspecified),11,/,-3,/,2,1,/,0.4
Cn1c(SCC(=O)NC2(C#N)CCCCC2)nnc1-c1cccnc1,19,/,0,1,-2,-1,1,0.1
CCOC(=O)c1cc2c(nc1NC(=S)Nc1ccccc1)CC(C)(CC)OC2 (stereo unspecified),11,3,0,/,-5,0,-2,0.0
O=C(C[C@@H]1CC[C@@H]2[C@H](COC[C@@H](O)CN2S(=O)(=O)c2ccccc2)O1)NCc1ccc2c(c1)OCO2,0,6,1,1,0,-52,5,0.1

Arranged by count of non-hydrogen atoms (high to low): four of the compounds above.
SMILES,LGR2 inh,Statin myotox sup,ERAP1 inh,Cneo AK release,SIRT5 inh,S100A4 inh HTS,PGC1a acetyl inh,XiGFP reactiv
CCOC(=O)c1cc2c(nc1NC(=S)Nc1ccccc1)CC(C)(CC)OC2 (stereo unspecified),11,3,0,/,-5,0,-2,0.0
CCOC(=O)C1C(=O)OC(C)(C)C1C(CC)C(=O)c1ccccc1 (stereo unspecified),11,/,-3,/,2,1,/,0.4
CC(=O)Nc1sc(C)c(C)c1C(=O)OC1CCOC1=O (stereo unspecified),24,2,/,0,/,/,10,/
S=C(NCC1CCCO1)NC1CCCC1 (stereo unspecified),-4,/,-2,/,-3,-6,/,0.1

Going on with the list.
SMILES,LGR2 inh,Statin myotox sup,ERAP1 inh,Cneo AK release,SIRT5 inh,S100A4 inh HTS,PGC1a acetyl inh,XiGFP reactiv
COc1ccc(N2CCN(CCCNC(=S)Nc3c(C)cccc3C)CC2)cc1,4,-6,/,4,-10,8,2,-0.2
CCn1nnc2cc(C(=O)OCC(=O)N(C)Cc3cccc(F)c3)ccc21,12,8,1,-2,-2,-14,/,0.0
O=C(CSc1nccn1Cc1ccccc1)NCc1ccccc1,4,-8,-1,0,-4,-2,-7,/
Nc1ncnc2c1ncn2[C@@H]1O[C@H](C(=O)N2CCN(c3nc4ccccc4o3)CC2)[C@@H](O)[C@H]1O,-4,3,-1,-2,4,14,-7,0.1
O=C(Nc1ccccc1F)N[C@@H]1CC[C@H](CCNC(=O)C2CCCC2)O[C@H]1CO,-4,-2,-1,-3,0,4,-1,0.0
CCCNC(=O)N1CCC2(CC1)CN(C(=O)CN1CCOCC1)[C@@H](CO)c1[nH]c3cc(OC)ccc3c12,11,/,-3,/,-4,-14,/,0.4
O=C(Nc1ccc(Cl)cc1F)c1ccc2c(c1)C(=O)N(Cc1ccncc1)C2=O,6,26,0,2,/,12,14,-0.1
C[C@@H]1CN([C@H](C)CO)C(=O)c2cc(NC(=O)Nc3cccc4ccccc34)ccc2O[C@@H](C)CCCCO[C@H]1CN(C)Cc1ccc(C(F)(F)F)cc1,24,/,/,1,/,/,7,0.1
CCOCCCNC(=O)CN(c1cc([N+](=O)[O-])ccc1OC)S(C)(=O)=O,2,-5,1,/,4,-2,-6,0.0
N#C[C@H]1[C@@H](c2ccccc2C2=CCCC2)[C@H](CO)N1C(=O)CN1CCOCC1,13,/,5,/,1,6,-2,0.0
Cc1noc(C)c1S(=O)(=O)Nc1ccc2c(c1)C(=O)N([C@H](C)CO)C[C@@H](C)[C@@H](CN(C)S(=O)(=O)c1c(C)noc1C)O2,-20,-36,/,/,/,/,11,-0.1
CCOC(=O)c1c(C)nsc1NC(=O)C1CCCCC1,5,4,-2,2,-1,-1,/,0.2
CN1CCN(C(=O)C[C@@H]2C[C@H]3c4cc(NC(=O)NC5CCCCC5)ccc4O[C@H]3[C@@H](CO)O2)CC1,-9,2,-2,5,-5,1,5,0.0
CCc1cccc(C)c1NC(=S)NCc1ccc2[nH]c(C)cc2c1,9,8,0,6,0,1,4,0.1
O=C(NNc1ccc(Cl)cc1)c1sccc1Cl,/,21,0,/,2,0,/,0.1
O=C(NC(C(=O)c1ccccc1)n1c(=O)cc[nH]c1=S)c1ccccc1 (stereo unspecified),15,-1,/,-2,/,/,7,/
COc1ccc(S(=O)(=O)N2CCC(NC(=O)c3ccccc3)CC2)cc1,-4,-26,1,0,-1,1,/,0.0
CCc1cccc2c(=O)c(C(=O)NCCCOC)c[nH]c12,4,/,7,/,-4,-5,4,0.4
O=C(OCc1ccccc1F)c1ccc2c(c1)-c1ccccc1C2=O,-107,9,0,6,-7,4,1,/
COc1ccc(NC(=O)/C=C/c2ccc(Br)o2)cn1,-36,-1,0,/,34*,-2,6,0.0

Only part of the results is shown; count on the stated rates, not on these rows.
